TLR9-MyD88 inh: inhibitors of TLR9-MyD88 association in cells, primary screen, cell-based, CHO, BLA complementation, fluorescence. hit rate 0.21% among 340,000. inhibition, % at 4.98 µM. Toll-like receptor 9 (Homo sapiens) + Myeloid differentiation primary response protein …. CCF4 FRET ratio. AID 504734, 2011;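 active means inhibition above the mean over all tested compounds plus 3 SD, cut at about 21% in these data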;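 further: 0% = DMSO only wells and 100% = clavulanate BLA inhibitor control wells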
SRC2 inh: inhibition of GAL4-SRC2 driven luciferase reporter, primary screen, SRC2 inhibitor project, cell-based, luminescence. Nuclear receptor coactivator 2 (Homo sapiens), Q15596. HEK293 GAL4-SRC2 luciferase reporter. inhibition, % at 9 µM. hit rate 0.17% among 370,000;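 active means inhibition above the mean inhibition of all tested compounds plus 3 SD, set per campaign, cut at about 52% in these data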;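 further: 0% = DMSO treated cells and 100% = cells given Gossypol at 36 µM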
LRH-1 inv ag: LRH-1 (NR5A2) inverse agonists, primary screen, cell-based, luminescence, HEK293T, StAR-luciferase reporter; Nuclear receptor subfamily 5 group A member 2 (Homo sapiens), O00482; LRH-1 transfected, 24 h; inhibition, % at 3.6 µM; hit rate 0.13% among 360,000;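 active means inhibition above the mean inhibition of all tested compounds plus 3 SD, cut at about 73% in these data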;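 further: 0% = DMSO wells and 100% = reporter-only cells lacking LRH-1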
Target sequence (O00482 whole entry, looked up): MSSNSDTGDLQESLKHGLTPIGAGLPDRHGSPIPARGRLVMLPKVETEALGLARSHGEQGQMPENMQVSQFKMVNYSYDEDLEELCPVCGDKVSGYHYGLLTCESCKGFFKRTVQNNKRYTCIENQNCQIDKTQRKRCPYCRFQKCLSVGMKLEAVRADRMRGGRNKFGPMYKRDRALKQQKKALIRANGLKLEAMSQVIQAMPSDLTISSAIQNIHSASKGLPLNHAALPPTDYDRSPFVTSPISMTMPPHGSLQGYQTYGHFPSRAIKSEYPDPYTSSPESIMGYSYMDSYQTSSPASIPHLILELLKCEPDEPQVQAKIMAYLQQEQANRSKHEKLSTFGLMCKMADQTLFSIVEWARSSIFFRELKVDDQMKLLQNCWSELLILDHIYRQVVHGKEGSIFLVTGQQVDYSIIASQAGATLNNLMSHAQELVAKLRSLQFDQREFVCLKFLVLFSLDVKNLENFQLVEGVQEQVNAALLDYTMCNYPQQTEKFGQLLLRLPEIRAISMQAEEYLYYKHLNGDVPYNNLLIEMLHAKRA
C8 TRAIL sens: viability loss with TRAIL in NB7+C8 cells, primary screen, TRAIL sensitizer project, cell-based, ATPlite luminescence; AID 624354, 2012; inhibition (viability loss, TRAIL sensitization), % at 10 µM; hit rate 1% among 360,000;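 active means compounds causing at least 50% loss of cell viability in the single-dose screen, relative to plate controls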
NCOA1 inh: SRC1 coactivator transcriptional activity inhibitors, primary screen, cell-based, luminescence. Nuclear receptor coactivator 1 (Homo sapiens), Q15788. HEK293 GAL4-SRC1 luciferase reporter. inhibition, % at 3.6 µM. hit rate 0.12% among 360,000;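 active means inhibition above the campaign mean plus 3 SD, with each screening campaign given its own cutoff, cut at about 60% in these data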;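 further: 0% = DMSO treated cells and 100% = gossypol at 36 µM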
NOD2-RIPK2 inh: NOD2-RIPK2 binding disruptors in cells, primary screen, fluorescence, CHO cells, BLA complementation | hit rate 0.38% among 360,000 | Receptor-interacting serine/threonine-protein kinase 2 (Homo sapiens), O43353 | CCF4 ratio | AID 624267, 2012 | inhibition, % at 4.98 µM; in the data active means inhibition above about 21%;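 further: 0% = vehicle only and 100% = reference blocker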
TROY signal inh: inhibitors of TROY-driven NF-kB signaling, primary screen, Q293 LMP1-TROYcd cells, NF-kB luciferase, uHTS. Q293 LMP1-TROYcd NF-kB luciferase reporter, 4 h. inhibition, % at 10 µM. hit rate 0.98% among 360,000;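 active means compounds whose plate-normalised and pattern-corrected inhibition of the luciferase reporter signal at the single screening dose is 50% or more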
NCOA3 inh: SRC3 coactivator transcriptional activity inhibitors, primary screen, cell-based, luminescence; hit rate 0.17% among 360,000; inhibition, % at 3.6 µM; Nuclear receptor coactivator 3 (Homo sapiens), Q9Y6Q9; HEK293 GAL4-SRC3 luciferase reporter;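 active means inhibition above a per-campaign cutoff, the mean of all compounds plus 3 SD, cut at about 60% in these data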;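 further: 0% = DMSO-treated cells and 100% = gossypol-treated cells at 36 µM; higher means less SRC3-driven luciferase light from the GAL4 reporter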
COUP-TFII inh: NR2F2 transcriptional activity inhibitors, primary screen, cell-based, luciferase reporter, HEK293T, luminescence; COUP transcription factor 2 (Homo sapiens), P24468; HEK293T NGFI-A luciferase reporter; inhibition, % at 8.6 µM; hit rate 0.7% among 370,000;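 active means inhibition above a per-plate cutoff, mean inhibition of test wells between control levels plus 3 SD, cut at about 38% in these data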;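 further: cells cotransfected with COUP-TFII expression vector driving the NGFI-A reporter; 0% = median of COUP-TF2 test wells and 100% = reporter-only cells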
Target sequence (P24468 whole entry, looked up): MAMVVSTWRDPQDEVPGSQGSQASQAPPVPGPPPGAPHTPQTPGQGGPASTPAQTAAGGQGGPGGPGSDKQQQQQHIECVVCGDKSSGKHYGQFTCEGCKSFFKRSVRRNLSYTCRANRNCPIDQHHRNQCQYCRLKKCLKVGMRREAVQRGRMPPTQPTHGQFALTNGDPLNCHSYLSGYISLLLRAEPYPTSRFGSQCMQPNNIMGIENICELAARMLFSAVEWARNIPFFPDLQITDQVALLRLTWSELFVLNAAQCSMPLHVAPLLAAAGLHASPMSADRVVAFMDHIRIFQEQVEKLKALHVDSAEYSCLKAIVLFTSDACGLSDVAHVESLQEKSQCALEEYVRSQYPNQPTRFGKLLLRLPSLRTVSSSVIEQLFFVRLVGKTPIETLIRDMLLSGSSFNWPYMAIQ
TWEAK Fn14 block: inhibitors of TWEAK-Fn14 signaling, primary screen, luciferase reporter cells, uHTS. inhibition, % at 10 µM. AID 1159606, 2016. TWEAK-stimulated Fn14 reporter cells, luciferase luminescence, 8 h. hit rate 2% among 360,000; in the data active means inhibition above about 50%
LMP1 NFkB inh: EBV LMP1-driven NF-kappaB luciferase reporter inhibitors, primary screen, cell-based, luminescence, single point. LMP1-induced NF-kappaB luciferase reporter cells. inhibition, % at 12.5 µM. hit rate 0.69% among 350,000. AID 504558, 2011; in the data active means inhibition above about 41%;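 further: 0% = neutral control wells and 100% = reference inhibitor control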
The depositor's hits bear a star; x = no result given. The list is partial; count on the stated rates, not on these rows.

Results follow in this order: TLR9-MyD88 inh, SRC2 inh, LRH-1 inv ag, C8 TRAIL sens, NCOA1 inh, NOD2-RIPK2 inh, TROY signal inh, NCOA3 inh, COUP-TFII inh, TWEAK Fn14 block, LMP1 NFkB inh
Nc1ccc(Cl)cc1/C(=N/O)c1ccccc1
→ -18, -1, -1, -8, 2, 11, -34, 11, 7, 0, -9
O=C(COC(=O)c1ccc(CO)cc1)Nc1ccc2ccccc2c1
→ -2, -22, -20, -3, -18, 2, -30, -18, -7, -49, -6
O=c1[nH]n2c(C(F)(F)F)cc(C3CC3)nc2c1N=Nc1ccccc1
→ -3, 3, -4, 1, -14, 3, -10, 9, -18, -1, -7
N=C(N)c1ccc(/C=C/c2ccc(C(=N)N)cc2O)cc1
→ -7, 1, -7, 15, 0, 6, -31, -19, 1, 5, -7
COc1cc(C(=O)NC(=S)Nc2ccc([N+](=O)[O-])cc2)cc(OC)c1OC
→ 1, 18, 11, -1, 2, 1, 12, 4, 1, -13, -4
Cc1cn([C@H]2C[C@H](O)[C@@H](/C=C/C(=O)NCCC(C)C)O2)c(=O)[nH]c1=O
→ x, -11, 14, -5, 13, -8, 11, 0, -2, 9, x
CC(C)(C)c1ccc(OCC(=O)Nc2ccc(C(=O)Nc3ccccc3C(=O)O)cc2)cc1
→ -4, -9, -20, 17, -12, -6, 49, 14, 8, 2, 8
COc1ccc(-c2nc(NC(=O)Cn3c(=O)oc4ccccc43)sc2C)cc1
→ 7, 7, 15, -9, -13, -6, -15, 3, -11, 0, 5
COc1ccc(-c2oc3c(c2C#CC(C)(C)O)C(OC)CCC3)cc1 (stereo unspecified)
→ x, 1, 7, 4, x, 1, 1, x, -10, 25, x
COc1cc(OC)cc(C(=O)OCC(=O)NC(C)CCc2ccccc2)c1 (stereo unspecified)
→ -10, -13, -14, 8, 10, -13, -16, -13, 3, -2, 4
Brc1cc2c(cc1C1OCCO1)OCO2
→ -7, -9, 27, 0, -3, 5, 1, -2, 5, 19, -7
O=C(Nc1cccc(Cl)c1)Nc1nnc(CSCCOc2ccc(Cl)cc2)s1
→ -4, 2, 4, 32, -2, -3, 51*, 7, 7, 50, 44*
CCN1C(=O)C(CC(=O)Nc2ccc(F)cc2)N(Cc2ccco2)C1=S (stereo unspecified)
→ -2, 9, 9, -12, 3, 4, 6, 9, 3, -22, 1
COc1ccc(N(C(=O)Cn2nnc(-c3ccc(Cl)cc3)n2)C(C(=O)NCC2CCCO2)c2ccncc2)cc1 (stereo unspecified)
→ 2, 9, 12, -12, -3, 2, 0, 16, 0, -11, -1
N#Cc1ccccc1COC(=O)c1cc(=O)c2ccccc2o1
→ -1, 16, 4, 10, 4, -5, -13, -4, -12, -9, -1
COc1ccccc1C(=O)NNC(=O)c1ccc(C)cc1
→ -1, -25, -24, 22, -56, 4, -9, -31, 1, -7, 8
COc1ccc(C(=O)Nc2ccc(NC(=O)c3ccccc3F)cn2)cc1
→ -8, -23, 4, 4, 1, 3, -26, 0, -1, -20, 7
CCN(CC)Cc1c(C(=O)N/N=C/c2cccs2)nnn1-c1nonc1N
→ 1, 7, 12, -6, -11, -10, -7, -3, -8, -13, 0
FC(F)(F)Oc1ccccc1C(c1nnnn1-c1ccc2c(c1)OCCO2)N1CCN(C/C=C/c2ccccc2)CC1 (stereo unspecified)
→ x, -10, 6, -15, 5, -3, 23, 20, 12, 28, x
Cc1ccc(N2C(=O)/C(=C/c3ccco3)SC2=S)cc1
→ -9, -1, 3, 1, -54, 5, 4, -32, -28, -2, -6

5 entries from above, ordered by molecular weight, ascending:
Results follow in this order: TLR9-MyD88 inh, SRC2 inh, LRH-1 inv ag, C8 TRAIL sens, NCOA1 inh, NOD2-RIPK2 inh, TROY signal inh, NCOA3 inh, COUP-TFII inh, TWEAK Fn14 block, LMP1 NFkB inh
Cc1ccc(N2C(=O)/C(=C/c3ccco3)SC2=S)cc1
→ -9, -1, 3, 1, -54, 5, 4, -32, -28, -2, -6
COc1ccc(-c2oc3c(c2C#CC(C)(C)O)C(OC)CCC3)cc1 (stereo unspecified)
→ x, 1, 7, 4, x, 1, 1, x, -10, 25, x
Cc1cn([C@H]2C[C@H](O)[C@@H](/C=C/C(=O)NCCC(C)C)O2)c(=O)[nH]c1=O
→ x, -11, 14, -5, 13, -8, 11, 0, -2, 9, x
COc1ccc(C(=O)Nc2ccc(NC(=O)c3ccccc3F)cn2)cc1
→ -8, -23, 4, 4, 1, 3, -26, 0, -1, -20, 7
O=C(Nc1cccc(Cl)c1)Nc1nnc(CSCCOc2ccc(Cl)cc2)s1
→ -4, 2, 4, 32, -2, -3, 51*, 7, 7, 50, 44*

(listing goes on)
Results follow in this order: TLR9-MyD88 inh, SRC2 inh, LRH-1 inv ag, C8 TRAIL sens, NCOA1 inh, NOD2-RIPK2 inh, TROY signal inh, NCOA3 inh, COUP-TFII inh, TWEAK Fn14 block, LMP1 NFkB inh
Cc1cc(C(=O)N/N=C/c2cccnc2)c(C)o1
→ -14, -26, -16, 9, -16, -7, 9, 10, -10, 29, 1
COc1ccc(C)cc1NC(=O)C(Sc1nnc(Nc2cc(C)ccc2OC)s1)c1ccccc1 (stereo unspecified)
→ 9, -8, 8, 0, -4, -7, -3, 3, 11, 32, 8
O=C(Nc1cccc2ccccc12)c1ccc2sc([C@H]3C[C@H](O)[C@@H](CO)O3)nc2c1
→ x, -30, -25, -13, -18, 5, -28, -23, -1, -6, x
O=C(c1ccc(NS(=O)(=O)c2cccc([N+](=O)[O-])c2)cc1)N1CCN(C(=O)c2ccco2)CC1
→ -4, -2, 2, 29, -1, -3, 6, 0, -4, 6, 4
Nc1ccc(N2CCN(c3ccc(F)cc3)CC2)cc1
→ 1, 2, -26, 0, -25, -4, -9, 12, 0, -17, -5
Cc1c(S(=O)(=O)NC2CCCCC2)c(=O)n(C)c(=O)n1C
→ -1, -5, 1, -3, -7, -11, -18, -3, 6, -1, -2
COc1ncccc1-c1nnn(-c2ccc(F)cc2)n1
→ -5, -69, -96, 28, -119, -9, -54, -99, -45, -9, -4
COc1ccc(NC(=O)COc2ccc(C(=O)NC3CCCc4ccccc43)cc2OC)cc1 (stereo unspecified)
→ -3, 16, -10, 2, 9, -4, -8, -4, 0, -5, -4
CN(Cc1ccccc1)Cc1c[nH]c2ccccc12
→ -1, 14, 25, 0, 2, -1, -6, -9, -4, -2, -5
Cc1ccc2cc(CCNC(=O)C3CCCCC3)c(=O)[nH]c2c1C
→ 3, -8, 11, -5, 2, 9, -24, 6, 19, -6, 1
CC(C)Oc1ccc(C(=O)Nc2nnc(C3=COCCO3)o2)cc1
→ 4, -52, 4, 4, -28, -10, -4, -4, -21, -9, 4
COc1cccc(C(C)(O)c2nc(-c3cccc(C(C)C)c3)cs2)c1 (stereo unspecified)
→ x, 2, 20, -8, -10, 1, 1, 13, 14, 6, x
Brc1ccc(-c2noc(COc3ccc4c(c3)CCC4)n2)o1
→ 3, 11, -2, 8, 0, -9, -41, 12, -13, -28, -9
Cc1cccc(NC(=O)CSCC(=O)Nc2ccc(S(=O)(=O)N3CCCCC3)cc2)c1
→ -6, -41, -1, -1, 4, -4, 1, 14, -4, 21, -5
CCOc1ccccc1NC(=O)CSc1n[nH]c(=O)n1-c1ccccc1
→ -7, 4, 11, -4, -1, -3, 17, -1, 2, 3, 0
Cc1ccc(OCc2nc3ccccc3n2C(C(=O)NC(C)(C)C)c2ccccc2)cc1 (stereo unspecified)
→ x, -6, -13, -7, x, -1, x, x, 12, x, x
CCOc1ccccc1Nc1nc2ccccc2n1C(C)C
→ 2, -1, -7, 2, -1, 4, -8, 5, -12, -7, -1
COc1ccccc1C(=O)OCC(=O)N1CCC(Cc2ccccc2)CC1
→ -6, -36, 13, -4, -3, -10, -40, 0, -20, -23, -16
Cc1cc(C)nc(SCC(=O)NN=C2CCCC2)n1
→ -6, -21, 7, 0, -12, -3, -41, 10, 0, -23, -7
O=c1c2ccccc2sn1-c1ccc(F)cc1
→ 32*, -34, 2, 2, -2, 35*, -20, -5, 16, -5, -3

Ordered by value in NCOA1 inh (rising): three of the compounds above.
structure | NCOA1 inh
CCN(CC)Cc1c(C(=O)N/N=C/c2cccs2)nnn1-c1nonc1N | -11
COc1cccc(C(C)(O)c2nc(-c3cccc(C(C)C)c3)cs2)c1 (stereo unspecified) | -10
CN(Cc1ccccc1)Cc1c[nH]c2ccccc12 | 2

(continued)
Results follow in this order: TLR9-MyD88 inh, SRC2 inh, LRH-1 inv ag, C8 TRAIL sens, NCOA1 inh, NOD2-RIPK2 inh, TROY signal inh, NCOA3 inh, COUP-TFII inh, TWEAK Fn14 block, LMP1 NFkB inh
C=CCOC(=O)C(C#N)c1nc2ccccc2nc1N1CCN(c2ccccc2OCC)CC1 (stereo unspecified)
→ 5, -38, 9, -3, -9, -2, 9, 7, 11, -10, 1
Cc1ccccc1NC(=O)CN1C(=O)S/C(=C/c2cccnc2)C1=O
→ -5, -2, 15, 13, 5, -5, -2, -13, 5, -26, 1
CCn1cc(C2=NOC(C(=O)Nc3ccccc3C(=O)OC)C2)c(C)n1 (stereo unspecified)
→ 9, x, -9, 2, 2, 4, -14, 4, x, -16, -14
CC[C@]12c3[nH]c4ccccc4c3CCN1C(=O)C(CC(=O)NCc1ccc(OC)c(OC)c1)C[C@@H]2C(=O)N1CCN(C(=O)C2CC2)CC1 (stereo partly specified)
→ 3, 10, 4, -3, -5, 3, -12, -3, -5, 11, 3
C=CCn1c(SCC(=O)NCCCC)nc2scc(-c3ccco3)c2c1=O
→ 3, -6, -1, 7, -5, -1, 5, -12, -5, 2, -6
Cc1sc(NC(=O)CS(=O)(=O)c2ccccc2)c(C(N)=O)c1C
→ 4, -44, -56, -7, -42, 0, -17, -60, -22, -9, -6
Cc1ccccc1C(=O)N1CCC(C(=O)Nc2ccc(S(=O)(=O)N3CCCC3)cc2)CC1
→ 8, -6, 16, 4, 10, -8, 13, 10, 19, 2, -2
N#Cc1cc(C(=O)c2cc(Cl)ccc2O)cn(CC2CCCO2)c1=O (stereo unspecified)
→ 6, -5, -4, -22, -3, -13, 1, -10, -17, 8, -2
Cc1ccccc1OCC(=O)NNC(=O)c1ccc(-c2ccccc2)cc1
→ 8, 0, -10, -9, 11, 2, -5, -4, 11, 6, 6
CCCCn1cnc2cc(C)c(C)cc21
→ -7, 4, -13, -7, -12, -14, 2, 6, -5, -2, 2
O=C(NCc1ccccc1)c1onc(CSc2nc3ccccc3[nH]2)c1C(=O)NCc1ccccc1
→ -3, 9, 8, -7, 4, -5, -6, 2, 6, -1, 1
